# Screening data (PubChem)
# ZTA DNA inh = counter-screen for EBNA-1 inhibitors: inhibitors of Epstein-Barr virus ZTA; P03206; ZTA-DNA binding, fluorescence polarization; inhibition, % at 11 µM; hit rate 0.15% among 320,000; AID 2234; in the data active = inhibition above about 33%
# Target sequence (P03206 whole entry, looked up): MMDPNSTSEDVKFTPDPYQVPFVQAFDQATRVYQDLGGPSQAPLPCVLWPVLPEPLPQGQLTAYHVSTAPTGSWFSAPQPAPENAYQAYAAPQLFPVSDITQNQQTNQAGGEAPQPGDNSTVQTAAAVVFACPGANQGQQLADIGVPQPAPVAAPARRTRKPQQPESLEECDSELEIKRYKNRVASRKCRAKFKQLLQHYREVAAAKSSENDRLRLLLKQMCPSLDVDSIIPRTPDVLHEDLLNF
# EBNA-1 inhibitor = blocks EBNA-1 binding to DNA | EBNA-1 DNA binding, fluorescence polarization | inhibition, % at 14.8 µM | hit rate 0.34% among 300,000 | AID 1950; in the data active = inhibition above about 28%
# TPT1 inhibitor = inhibitors of Candida albicans tRNA 2'-phosphotransferase TPT1; hit rate 0.81% among 300,000; recombinant caTPT1, FP RNA substrate dephosphorylation; inhibition, % at 5 µM;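 active = inhibition above the mean of all tested compounds plus 3 SD, set per screening campaign, cut at about 24% in these data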;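 also: plate controls were DMSO alone for no effect and ferristatin control at 100 nM for full effect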
# Fh CTSL1 inh = counter-screen for PFM18AAP inhibitors: inhibitors of F. hepatica cathepsin L1; inhibition, % at 5.96 µM; recombinant F. hepatica cathepsin L1, Z-Leu-Arg-MCA fluorescence; hit rate 0.49% among 300,000; AID 1906;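 active = inhibition above the mean of all tested compounds plus 3 SD, set per screening campaign, cut at about 17% in these data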;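 also: 0% = plate median of test compound wells and 100% = 1 µM Z-Phe-Ala-diazomethylketone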
# core dimer inh = HCV core protein dimerization inhibition; hit rate 0.33% among 300,000; TR-FRET GST/Flag-core106 dimerization, 1536-well; inhibition, % at 5 µM; AID 1899;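 active = inhibition above the mean of all tested compounds plus 3 SD, set per screening campaign, cut at about 45% in these data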
#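 Assay system – GST-tagged and Flag-tagged HCV core protein residues 1-106 · Quantity – core106 proteins, GST 13.5 nM and Flag 17 nM · Benchmarks – unlabelled core106 and no-GST-core106 wells · Read-out basis – percent inhibition of core106 dimerization signal · Detection – time-resolved FRET, ex 340 nm, em 617 and 671 nm · Schedule – 4 h at 22.5 °C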
# Efflux pump mplx = inhibitors of Candida antifungal efflux pumps expressed in yeast | AID 485275 | inhibition, % at 10 µM | S. cerevisiae Candida pump triplex, Nile Red efflux | hit rate 0.44% among 330,000;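 active = plate passing quality check with inhibition over a set limit, or well fluorescence over plate mean plus 4 SD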;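 also: Nile Red retained in pooled yeast measured as flow cytometry median fluorescence; 0% = buffer negative control and 100% = Enniatin B positive control; higher means more Nile Red kept so more efflux inhibition; some compounds called inactive have numbers as strong as hits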
# PP5 inh = blocks human protein phosphatase 5 activity; AID 1987; inhibition, % at 6.7 µM; P53041; hit rate 0.18% among 320,000; purified PP5c, OMFP substrate fluorescence;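 active = inhibition above the campaign's mean inhibition across all tested compounds plus 3 SD, cut at about 9.5% in these data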;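 also: 0% = DMSO only and 100% = 100 µM cantharidin control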
# PP1 counter = counter-screen for PP5 inhibitors: inhibitors of human PP1-alpha; P62136; purified PP1alpha, OMFP fluorescence; inhibition, % at 6.7 µM; hit rate 0.9% among 320,000;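 active = inhibition above the mean inhibition of all tested compounds plus 3 SD, computed separately for each screening campaign, cut at about 15% in these data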
# PREPL inhibitor = inhibits the human prolyl oligopeptidase-like enzyme; Q4J6C6; recombinant PREPL, fluorescence polarization activity-based probe; inhibition, % at 5.96 µM; hit rate 0.68% among 320,000; AID 2751; in the data active = inhibition above about 43%;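 also: 0% = enzyme with DMSO and 100% = wells lacking enzyme; many of its hits are not listed in these tables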
# Target sequence (Q4J6C6 whole entry, looked up): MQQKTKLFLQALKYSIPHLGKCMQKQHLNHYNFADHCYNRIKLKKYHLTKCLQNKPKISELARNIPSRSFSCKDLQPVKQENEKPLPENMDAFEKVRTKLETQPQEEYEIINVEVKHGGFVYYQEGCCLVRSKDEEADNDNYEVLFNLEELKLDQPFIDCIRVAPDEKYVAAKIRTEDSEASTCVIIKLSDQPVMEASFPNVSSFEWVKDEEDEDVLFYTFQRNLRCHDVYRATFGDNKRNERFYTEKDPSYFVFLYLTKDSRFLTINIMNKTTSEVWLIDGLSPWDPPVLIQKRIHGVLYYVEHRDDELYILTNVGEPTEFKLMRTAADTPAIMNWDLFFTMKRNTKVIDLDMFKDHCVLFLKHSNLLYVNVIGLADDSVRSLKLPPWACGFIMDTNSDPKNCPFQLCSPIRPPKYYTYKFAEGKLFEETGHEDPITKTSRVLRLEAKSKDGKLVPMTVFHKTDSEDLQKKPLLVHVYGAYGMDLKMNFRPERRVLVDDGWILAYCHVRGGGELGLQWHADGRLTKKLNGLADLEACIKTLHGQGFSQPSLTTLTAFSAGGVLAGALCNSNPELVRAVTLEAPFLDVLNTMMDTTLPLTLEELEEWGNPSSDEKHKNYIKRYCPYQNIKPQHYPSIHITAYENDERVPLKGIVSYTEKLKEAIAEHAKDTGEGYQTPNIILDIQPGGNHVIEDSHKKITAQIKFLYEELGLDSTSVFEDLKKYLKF
# An asterisk follows results filed as active; / = not tested or not shown. This is a subset; count on the stated rates, not on these rows.
# Results follow in this order: ZTA DNA inh	EBNA-1 inhibitor	TPT1 inhibitor	Fh CTSL1 inh	core dimer inh	Efflux pump mplx	PP5 inh	PP1 counter	PREPL inhibitor
CCC(Oc1ccccc1)C(=O)N1CCN(S(=O)(=O)c2ccccc2)CC1 (centres undefined)
→ -2	/	/	/	/	-0.1	0.3	-2	18
O=C1CCCN1c1ccc(Br)cc1
→ 6	4	-2	-1	-8	0.0	0.3	0	-2
C#CCOCCOCCOCCNc1nc(N2CCN(C(=O)CCCCCCCCCCNC(=O)[C@@H](CCSC)n3cc(CCO)nn3)CC2)nc(N2CCN(C(=O)CCCCCCCCCCNC(=O)[C@H]([C@@H](C)CC)n3cc(CCCCN=C(N)N)nn3)CC2)n1
→ 121*	10	-4	6	-1	0.3	3.1	55*	40
CC(C)(C)c1ccc(C(=O)N2CCN(C(=O)C3CCCCC3)CC2)cc1
→ 13	3	-2	0	10	0.3	0.5	-4	-4
CCn1c(SCc2nc3ccccc3c(=O)[nH]2)nnc1-c1cccnc1
→ 8	3	1	-1	0	-0.2	2.6	-3	6
COc1ccccc1-c1cc(C(=O)N2CCCc3ccccc32)no1
→ -1	4	-2	3	3	-0.3	3.0	5	-2
Cc1ccc(C)c2[nH]c(=O)c(CN(Cc3ccco3)S(=O)(=O)c3ccc4c(c3)OCCO4)cc12
→ 9	-14	1	2	10	0.0	2.6	-2	8
COc1ccc(C2CC(=O)Oc3c(C(CCN4CCCCC4)c4ccc(N(C)C)cc4)c(OC)cc(OC)c32)cc1 (centres undefined)
→ -7	-9	-4	0	0	/	1.5	1	47*
CCc1ccc2oc(C(=O)N3CCN(C)CC3)cc(=O)c2c1
→ 13	2	1	-3	-1	-0.1	1.6	-2	-3
Cc1ccc(NC(=O)CN(C)C(=O)CSc2nc(C)cc(C)n2)cc1
→ -5	-5	1	3	0	0.1	1.5	1	-5
CCOc1ccc(NC(=O)COc2ccc(S(=O)(=O)N3CCCC3)cc2)cc1
→ -7	4	-1	1	1	-0.1	-1.4	-1	0
COc1ccc(OC)c(NC(=O)c2ccccc2OC(C)=O)c1
→ 2	8	-1	-3	-8	0.0	2.0	1	2
CC(C)N(C)C1CCN(C(=O)Nc2ccc(Cl)cc2)CC1
→ -1	-5	0	-3	-6	0.3	3.8	-10	13
CCC(=O)OCc1cc(=O)oc2ccc3ccccc3c12
→ 11	7	0	-39	9	0.1	-0.1	0	6
Cc1ccc(C2CC(c3ccc(C)cc3)n3nc(N)nc3N2)cc1 (centres undefined)
→ -4	9	-2	3	6	0.1	0.1	0	53*
COc1ccccc1N1CN(Cc2ccccc2)CNC1=S
→ 6	9	-6	4	5	0.0	-2.5	-7	0
O=[N+]([O-])c1nn(-c2ccc(Cl)cc2)n(O)c1=NCc1ccccc1Cl
→ -2	6	1	2	0	0.0	0.4	3	-2
COc1ccc(NC(=O)C(c2ccccc2)N(C)C(=O)CNC(C)=O)cc1 (centres undefined)
→ -11	-11	0	-3	-3	0.1	3.2	2	-6
O=S(=O)(c1ccc(F)cc1)N1CCC(N2CCCCCC2)CC1
→ -13	-1	-2	5	-1	-0.3	2.7	0	18
Cc1nc(SCC(=O)Nc2ccccc2Cl)oc1C
→ -2	4	2	0	-1	0.1	1.4	7	-7
O=Cc1c(N2CCN(CCO)CC2)nc2ccccn2c1=O
→ 5	0	-15	2	1	-0.1	0.0	-5	-8
COc1ccc(C(C(=O)NC(C)(C)C)N(C(=O)CCC(=O)Nc2cc(C)on2)c2cccc(C)c2C)cc1 (centres undefined)
→ 8	-16	-4	-1	-4	0.3	2.3	1	1
O=[N+]([O-])c1ccc(N2CCN(CCO)CC2)cc1NCc1ccco1
→ -3	8	0	1	-1	0.0	1.3	-1	2
O=C(c1scc2c1CCCC2)N1CCOCC1
→ 12	8	-4	-1	-3	-0.1	-1.4	-1	-2
O=C(Oc1ccc(-c2cnc3ccccc3n2)cc1)c1ccco1
→ -4	-11	-1	-16	1	0.1	3.0	14	35
O=C(COc1ccc([N+](=O)[O-])cc1)N(C1CCCCC1)C1CCS(=O)(=O)C1 (centres undefined)
→ -3	-21	1	-3	2	0.2	0.2	-6	7
O=C1/C(=C/c2ccccn2)SC(=S)N1Cc1ccccc1
→ 8	-2	-2	-4	-3	0.0	-0.5	-2	-3
CC1(c2nnc(Cc3ccccc3)o2)CC(c2ccccc2[N+](=O)[O-])=NO1 (centres undefined)
→ 1	-3	-2	3	-4	0.1	0.0	1	-21
CCCn1c(C(O)c2cc(OC)c(OC)c(OC)c2)nc2ccccc21 (centres undefined)
→ -15	-7	1	0	-1	0.2	2.2	-2	1
CC1(C)C(=O)Nc2ccccc2N1C(=O)COC(=O)CSc1ccc(F)cc1
→ 3	/	/	/	/	0.0	-0.5	-7	7
Cn1ccsc1=NC(=O)c1ccc(=O)[nH]c1
→ -5	2	-2	0	-7	0.0	2.4	0	-4
Cc1cc(C)c2nc(-c3cccc(Cl)c3)c(C)c(C(=O)N3CCOCC3)c2c1
→ -22	-9	0	4	-14	-0.6	-4.0	5	6
Cc1ccc(C(=O)CCC(=O)Nc2cccc(C(F)(F)F)c2)cc1
→ -3	-8	1	-2	-1	0.0	3.3	-3	2
CC1(C)C(=O)Nc2ccccc2N1C(=O)CSc1nnc2ccccn12
→ -7	-11	1	-3	2	0.0	-0.3	-2	8
COc1cc(OC)c(C2=NOC(C(=O)Nc3c(C)n(C)n(-c4ccccc4)c3=O)C2)cc1Cl (centres undefined)
→ -13	1	-4	4	3	-0.1	-0.2	-6	3
COc1cc(NC(=O)CSC(=S)N2CCCC2)c(OC)cc1Cl
→ -4	-6	-2	6	-9	-0.1	2.4	1	-7
CCc1ccc(NC(=O)C2CCCN2S(=O)(=O)c2ccc3c(c2)n(C)c(=O)c(=O)n3C)cc1 (centres undefined)
→ -15	5	2	3	-1	-0.1	0.1	0	4
CC1CCN(C(=O)c2[nH]cnc2C(=O)N[C@@H](Cc2ccccc2)C(=O)OC(C)(C)C)CC1
→ -8	-1	1	1	-9	0.1	3.1	1	-2
c1ccc2c(c1)nc(-c1ccncc1)n1nnnc21
→ -11	-6	-1	-4	4	-0.1	0.8	-6	-4
CC(C)(C)c1cc(C(=O)O)c(CN2CCCCC2)o1
→ -9	2	-2	-1	-6	-0.1	2.7	-1	16
CN(C(=O)CO/N=C/c1ccc(Cl)cc1)c1ccccc1
→ -8	-5	-1	0	1	0.0	3.5	-3	4
Cc1cc(NCc2ccco2)nc(N2CCC(C(=O)NC3CCCCC3)CC2)n1
→ 8	-5	-5	-4	0	-0.1	5.0	-3	-2
CN1CCCCCC1=NC1=C(C#N)CCCC1
→ -7	0	-2	-5	12	0.0	4.1	-3	-10
COC(=O)C1=C(C)NC(C)=C(C(=O)OC)C1c1ccc(OC(=O)c2oc3ccccc3c2C)c(OC)c1
→ -2	8	-5	-2	1	0.4	1.1	1	-4
O=C(OCC(=O)N1CCN(c2ccccc2)CC1)c1ccccc1OC(F)F
→ 7	5	-3	1	1	0.0	0.6	-7	13
Cc1ccc(C(=O)Nc2ccc3c(c2)OCO3)cc1
→ -3	4	-1	-1	17	0.0	1.3	2	12
O=[N+]([O-])c1ccc(S(=O)(=O)NCCS(=O)(=O)N2CCN(c3ccccc3)CC2)cc1
→ -2	-7	-2	-2	3	0.1	0.4	1	2
COC(=O)N(NC(=O)C(O)(C(C)C)C(C)C)c1ccccc1
→ 25	-11	-2	-1	0	0.1	-2.6	-3	-3
CCOC(=O)NC(Nc1sc2c(c1C(=O)OC)CCN(C)C2)(C(F)(F)F)C(F)(F)F
→ 2	-4	3	3	-1	0.2	2.4	0	-3
CCN1C(=S)N[C@@H](c2cccs2)C(C(=O)OC)=C1C
→ -4	0	-2	1	-5	0.1	-0.2	-4	1
O=C(O)CN1C(=O)/C(=C\c2ccc(OC(=O)c3ccco3)cc2)SC1=S
→ 0	8	21	6	-3	0.0	2.5	0	18
COCCn1c(-c2ccc(Br)cc2)nc2oc3cc(OC)ccc3c(=O)c2c1=O
→ -1	-2	3	0	9	-0.1	5.7	-2	-8
CCC(CO)N=CC1=C(O)CC(C)(C)CC1=O (centres undefined)
→ 0	-3	-5	-3	-4	-0.1	-0.7	1	-5
Cn1nc(C(=O)NCc2ccc(Cl)cc2)c2c1-c1ccccc1S(=O)(=O)C2
→ -6	3	-1	-1	-5	-0.2	3.2	0	2
COc1ccc(C2CC2/C(C)=N/OC(=O)C2CC2)cc1 (centres undefined)
→ -2	6	-2	-6	0	0.1	1.5	-1	5
CCCCC1(CO)C(=O)N(c2ccccc2)N(c2ccccc2)C1=O
→ 0	-10	-3	6	-2	0.2	-0.2	-1	10
Cc1cccc(N(CC(=O)Nc2ccc(CC#N)cc2)S(C)(=O)=O)c1
→ 4	6	-4	2	-2	-0.1	-1.3	0	2
CCOC(=O)c1sc(SC)c(C(C)=O)c1C
→ 15	0	-4	-2	1	0.1	-0.1	-2	-4
Cc1cc(=O)n2c(-c3ccc(Cl)cc3)csc2n1
→ -5	-5	0	3	2	-0.1	1.0	1	4
O=C1C=C(c2cc3ccccc3o2)C[C@@H](c2ccc(F)cc2)C1
→ -7	/	/	/	/	-0.2	2.0	3	1

# Fetched by structure from the list above, 2 records:
# Results follow in this order: ZTA DNA inh	EBNA-1 inhibitor	TPT1 inhibitor	Fh CTSL1 inh	core dimer inh	Efflux pump mplx	PP5 inh	PP1 counter	PREPL inhibitor
CC1(C)C(=O)Nc2ccccc2N1C(=O)CSc1nnc2ccccn12
→ -7	-11	1	-3	2	0.0	-0.3	-2	8
CCC(Oc1ccccc1)C(=O)N1CCN(S(=O)(=O)c2ccccc2)CC1 (centres undefined)
→ -2	/	/	/	/	-0.1	0.3	-2	18

# Next part.
# Results follow in this order: ZTA DNA inh	EBNA-1 inhibitor	TPT1 inhibitor	Fh CTSL1 inh	core dimer inh	Efflux pump mplx	PP5 inh	PP1 counter	PREPL inhibitor
O=C1CCCc2c1cc(C(=O)Nc1ccc(Cl)cn1)c(=O)n2-c1ccccc1
→ -7	-1	1	2	0	0.1	0.7	-2	3
NC(=O)NC(=O)CC1S/C(=N/N=C2/NC(=O)CS2)NC1=O (centres undefined)
→ -15	0	-1	2	0	0.1	0.3	2	-5
Cn1c(SCc2cccc(C#N)c2)nc2ccccc2c1=O
→ 12	-5	1	4	4	0.2	0.7	2	-3
CC(=O)N1c2ccccc2NC2=C(C(=O)CCC2)C1c1ccc(F)cc1 (centres undefined)
→ -1	6	0	1	-6	0.1	4.2	-7	15
O=c1cc(N2CCc3ccccc32)[nH]c(=O)n1-c1ccccc1
→ -5	4	0	6	-4	-0.1	-0.8	-2	-5
O=[N+]([O-])c1cc(NS(=O)(=O)c2ccc(Cl)nc2)ccc1Cl
→ 13	-4	4	-4	2	0.1	1.2	-2	3
O=C(O)c1c[nH]c2ccc(F)cc2c1=O
→ -20	-8	1	13	1	-0.1	-0.5	4	2
CC(C(=O)NCC1CCCO1)n1cc([N+](=O)[O-])cn1 (centres undefined)
→ -5	-19	3	-3	-1	0.3	-2.7	-3	1
NC(=O)NC(=O)COC(=O)c1ccccc1OCc1ccc(F)cc1
→ 4	5	-2	-1	3	-0.1	0.5	-4	-5
C/C(=N\NC(=O)c1cccnc1)c1ccc(-n2ccnc2)cc1
→ 9	-2	2	-6	-3	0.1	-7.5	-2	10
CCCCn1c(CCn2nc(C)c(Br)c2C)n[nH]c1=S
→ -4	5	2	-2	1	0.3	-0.2	-4	7
CCCOC(=O)C1=C(C)NC2=C(C(=O)CCC2)C1c1cccc(OC)c1OC (centres undefined)
→ -6	-10	1	5	3	0.1	1.0	-3	16
COc1cccc(C2Nc3ccccc3NC3=C2C(=O)CC(C)(C)C3)c1 (centres undefined)
→ 16	5	-4	-1	1	-0.1	1.0	4	0
